Bioassay records: PubChem, National Center for Advancing Translational Sciences (NCATS)
Gal4-VP16 FLuc – counter-screen for ROR gamma inhibitors: Gal4-VP16 reporter; Drosophila S2 Gal4-VP16 UAS-luciferase, luminescence, 20 h; Potency, µM (titrated, usually from 53.6 µM), for the others: at the top dose activity, negative = inhibition, usual class: inhibitors; hit rate 3.5% among 310,000;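 further: Gal4-VP16 expression switched on by copper sulfate through the metallothionein promoter; potency means the concentration at half of the fitted maximal effect; on the % scale 0 is the no-effect control and ±100 the full control effect; nearly all actives have a fitted effect of over 50% in size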
FLuc modulator – counter-screen for miR-21 project: firefly luciferase inhibitors or activators | hit rate 6.9% among 360,000 | Potency, µM (titrated, usually from 57.5 µM), without a hit: at the top dose activity change, negative = inhibition, most hits filed as inhibitors | P08659 | purified FLuc, Km substrates, luminescence inhibition;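 further: potency means the concentration at half of the fitted maximal effect; plate controls were vehicle for no effect and reference inhibitor for full effect; nearly all actives have a fitted effect of over 55% in size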
Target sequence (P08659 whole entry, looked up): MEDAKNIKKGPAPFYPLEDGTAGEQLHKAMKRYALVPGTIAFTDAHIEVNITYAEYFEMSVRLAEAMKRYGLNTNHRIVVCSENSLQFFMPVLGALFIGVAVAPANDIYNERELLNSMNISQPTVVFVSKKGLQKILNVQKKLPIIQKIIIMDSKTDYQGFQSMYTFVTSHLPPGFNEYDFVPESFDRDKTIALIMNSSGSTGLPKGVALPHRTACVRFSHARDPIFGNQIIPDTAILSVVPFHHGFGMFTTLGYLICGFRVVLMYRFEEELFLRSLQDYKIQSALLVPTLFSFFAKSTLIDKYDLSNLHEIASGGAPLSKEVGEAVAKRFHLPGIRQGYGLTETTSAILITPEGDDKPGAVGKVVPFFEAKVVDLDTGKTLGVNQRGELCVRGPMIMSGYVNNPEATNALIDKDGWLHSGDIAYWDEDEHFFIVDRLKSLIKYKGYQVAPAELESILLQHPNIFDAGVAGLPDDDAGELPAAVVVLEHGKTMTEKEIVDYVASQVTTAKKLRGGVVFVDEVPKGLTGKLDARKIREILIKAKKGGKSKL
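Purified P. pyralis luciferase (10nM final) with 10uM D-luciferin and 10uM ATP (Km levels) in 50mM Tris acetate pH 7.5, 10mM Mg acetate, 0.01% Tween-20, 0.05% BSA; qHTS 6-point titration, ~60 µM downward; luminescence read.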
p53 reactivator – restores transcriptional activity of mutant p53. Potency, µM (doses to about 92.2 µM), inactives show top-dose activity change, positive = activation, usual class: activators. H1299 p53-A138V BP100-luciferase reporter, luminescence, 24 h. hit rate 0.063% among 320,000; further: potency means the concentration at half of the fitted maximal effect; % of control where 0% means no effect; nearly all actives have a fitted effect of over 45% in size
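p53-null H1299 cells stably carrying temperature-sensitive p53-A138V and a BP100-luciferase reporter were pinned with compounds (4-point, 1:5 series) and held 24 hrs at 37 deg C. Luminescence was read 10 min after detection reagent.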
RORg inh – inhibitors of mouse ROR gamma transcriptional activity; P51450; Drosophila S2 Gal4-RORgamma UAS-luciferase reporter, 20 h; Potency, µM (titrated, usually from 53.6 µM), for inactives: top-dose activity change, negative = inhibition, usual class: inhibitors; hit rate 5.4% among 310,000; AID 2551; further: potency means the concentration at half of the fitted maximal effect; on the % scale 0 is the no-effect control and ±100 the full control effect; nearly all actives have a fitted effect of over 60% in size
Target sequence (P51450 whole entry, looked up, the tested form may be a part): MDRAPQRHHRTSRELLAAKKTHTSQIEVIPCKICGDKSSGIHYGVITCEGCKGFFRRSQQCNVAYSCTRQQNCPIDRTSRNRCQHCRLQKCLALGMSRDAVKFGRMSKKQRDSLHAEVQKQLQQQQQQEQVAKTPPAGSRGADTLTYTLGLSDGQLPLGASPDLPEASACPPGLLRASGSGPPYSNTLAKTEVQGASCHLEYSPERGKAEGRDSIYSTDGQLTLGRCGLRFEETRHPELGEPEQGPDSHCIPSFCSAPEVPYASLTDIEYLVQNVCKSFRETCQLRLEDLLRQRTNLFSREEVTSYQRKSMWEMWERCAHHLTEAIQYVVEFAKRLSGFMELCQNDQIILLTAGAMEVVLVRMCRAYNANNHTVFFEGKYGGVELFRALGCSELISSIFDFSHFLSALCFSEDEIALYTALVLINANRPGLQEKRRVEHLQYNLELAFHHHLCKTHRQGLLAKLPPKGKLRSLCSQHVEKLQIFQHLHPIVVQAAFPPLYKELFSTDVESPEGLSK
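Schneider cells (Drosophila), stable Gal4 DBD–ROR gamma + UAS-luc; 1 hr cmpd preincubation; Cu2+ induction 700 uM final; 20 hr ambient; luminescence.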
ELG1 genotox – genotoxicity induction in ELG1-luciferase HEK293T cells | AID 504466 | HEK293T ELG1-luciferase reporter, luminescence, 16 h | hit rate 1.3% among 330,000 | Potency, µM (doses to about 46 µM), inactives show at the top dose activity change, positive = activation, most hits filed as activators; further: potency means the concentration at half of the fitted maximal effect; % of control where 0% means no effect; nearly all actives have a fitted effect of over 60% in size
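Genotoxic stress is detected as increased luminescence from luciferase-tagged ELG1 in HEK293T cells, measured with ONE-Glo after a 16 hr treatment at 37 °C.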
BRCA1 expr up – increases BRCA1 expression; hit rate 1.1% among 380,000; Potency, µM (series often up to 46.1 µM), for inactives: at the top dose activation, usual class: activators; MCF7-BRCA1-FFLuc reporter, luminescence, 48 h; response scale: scaled: vehicle 0%, 10 µM genistein 100%; further: potency means the concentration at half of the fitted maximal effect; nearly all actives have a fitted effect of over 80% in size; some results filed as inactive show a strong effect at the top dose
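Cells: MCF7-BRCA1-FFLuc, 2000/well. Exposure: 48 h, 37 °C, 5% CO2. Read: luminescence, 15 min post-substrate. Controls: genistein 10 microM (maximal activation), DMSO (neutral).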
ELG1 repair inh – ELG1-dependent DNA repair inhibition. HEK293T ELG1-luciferase reporter, luminescence, 16 h; DNA damage induced by 5-fluorouridine. AID 504467. Potency, µM (doses to about 46.1 µM), for inactives: at the highest dose activity change, negative = inhibition, actives largely listed as inhibitors. hit rate 2.3% among 330,000; further: potency means the concentration at half of the fitted maximal effect; on the % scale 0 is the no-effect control and ±100 the full control effect; nearly all actives have a fitted effect of over 55% in size
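Step one: seed 2,000 cells per well. Step two: pin-transfer compound or DMSO alongside 5-fluorouridine. Step three: incubate 16 hr, 37 °C, 5% CO2. Step four: add ONE-Glo, wait 30 min, read luminescence.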
TRPV1 ag – agonists of human vanilloid receptor 1 (TRPV1) | Q8NER1 | TRPV1-expressing cells, Fluo-8 calcium influx, agonist mode | activation, % at 8.33 µM | hit rate 0.19% among 320,000; in the data active means activation above about 80%; inconclusive means between about 30% and that limit; further: 0% is about no effect
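Cells expressing TRPV1 were dye-loaded with Fluo-8 and read kinetically: 10 s baseline, 3 min after compound (agonist portion), then 2 min after EC20 capsaicin (allosteric enhancer portion). Calcium-bound dye fluorescence at 480/520 nm.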
Rab9 prom act – activators of Rab9 promoter | hit rate 2.8% among 320,000 | Potency, µM (series often up to 9.22 µM), inactives show top-dose activation, negative = inhibition, actives largely listed as activators | AID 485297 | Huh7 Rab9 promoter-luciferase reporter, luminescence, 24 h; further: potency means the concentration at half of the fitted maximal effect; % of control where 0% means no effect; nearly all actives have a fitted effect of over 60% in size
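Cell-based reporter: Huh7 stable for Rab9 promoter-driven luciferase, plated in reduced-serum medium with 10% FBS at 1500 cells/well, compound-treated 24 h at 37 °C, luminescence read after 10 min reagent.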
NPC1 promoter act – activates the NPC1 promoter | Huh7 NPC1 promoter luciferase reporter, 24 h | Potency, µM (titrated, usually from 9.22 µM), for the others: top-dose activation, actives largely listed as activators | hit rate 2.4% among 320,000;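 further: potency means the concentration at half of the fitted maximal effect; % of control where 0% means no effect; nearly all actives have a fitted effect of over 60% in size; reporter is driven by a mutant NPC1 promoter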
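Luminescence from an NPC1 promoter-driven luciferase reporter in stably transfected Huh7 cells was measured after 24 h compound treatment at 37 °C, followed by 10 min ambient incubation with luciferase detection reagent.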
Tb PFK block – blocks T. brucei phosphofructokinase; O15648; T. brucei PFK, ADP-Glo luminescence; Potency, µM (highest dose often 57.5 µM), for the others: at the top dose activity, negative = inhibition, usual class: inhibitors; hit rate 0.17% among 330,000; AID 485367;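 further: potency means the concentration at half of the fitted maximal effect; 0% = uninhibited 1x PFK enzyme wells and -100% = no-enzyme wells; nearly all actives have a fitted effect of over 60% in size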
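Luminescent ADP detection (ADP-Glo, two-step: ATP depletion then ADP-to-ATP conversion for luciferase) reported PFK activity after 45 min room-temperature reaction of 1.25 nM enzyme with 0.5 mM F6P and 0.1 mM ATP at pH 8.0.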
* = called active by the depositor; ? = inconclusive; · = no result given; [ ] = another dose, or the depositor's remark. Unless noted, the call rests on the fitted dose curve; in most records, active means well fitted curve in the direction sought with a large enough effect; inconclusive means small, poorly fitted or top-dose-only effect, or another doubt; inactive means no such curve, though single readings can be large; an effect the other way counts as inactive or inconclusive. Outcome played no part in choosing rows, and some 15% of all compounds hit somewhere here.

Results follow in this order: Gal4-VP16 FLuc	FLuc modulator	p53 reactivator	RORg inh	ELG1 genotox	BRCA1 expr up	ELG1 repair inh	TRPV1 ag	Rab9 prom act	NPC1 promoter act	Tb PFK block
- CC(=O)NC(CC(=O)NCC(=O)Nc1ccc(F)c(F)c1)c1ccccc1 (centres undefined)
→ 3%	-1%	9%	-21%	-4%	1%	-1%	-1	1%	2%	-8%
- O=C(CSc1nc2ccccc2s1)NCc1ccc2c(c1)OCO2
→ 7%	-14%	0%	6%	0%	-24%	14%	13	2%	-2%	-1%
- CCCNS(=O)(=O)c1ccc(CCC(=O)NCc2ccc3c(c2)OCO3)cc1
→ 2%	-1%	14%	13%	0%	-25%	0%	-2	-2%	0%	-4%
- Cn1c(SCC(=O)N2CCOCC2)nc2c(c1=O)SCC2
→ -11%	4%	-8%	3%	6%	-3%	6%	-7	6%	-5%	-1%
- CC(CS(=O)(=O)c1ccccc1[N+](=O)[O-])N1CCOCC1 (centres undefined)
→ 4%	-1%	23%	-22%	-10%	-23%	-16%	-3	-4%	-1%	-8%
- N/C(=N\S(=O)(=O)c1cc(C(F)(F)F)cc(C(F)(F)F)c1)c1cccs1
→ -3%	0%	9%	16%	-2%	-67%	-2%	29	-6%	-2%	0%
- COCCNC(=O)C1CCN(C(=O)c2cc3sccc3n2Cc2ccc(F)cc2)CC1
→ -5%	4%	-1%	?	-6%	-41%	?	8	0%	-7%	9%
- CN(C(=O)c1ccncc1)C1CC(C)(C)N(O)C(C)(C)C1
→ -11%	0%	-1%	-7%	2%	-8%	?	-5	-4%	-2%	0%
- CCCCn1nc(NC(=O)c2cccs2)c2cc3cc(OC)ccc3nc21
→ 1%	19µM*	11%	?	0%	-46%	?	?	-6%	-1%	5%
- COc1ccccc1NS(=O)(=O)c1ccc(C(=O)NCCCN2CCOCC2)cc1
→ ·	2%	·	·	1%	6%	4%	-1	-1%	5%	0%
- CCOc1ccccc1N1CCN(C(=O)CNC(=O)c2ccc(OC)c(OC)c2)CC1
→ 2%	1%	-5%	17%	-4%	-10%	-4%	10	5%	1%	-10%
- Cc1csc(N(C(=O)c2ccc(S(=O)(=O)N(C)C)cc2)c2ccccc2)n1
→ 2%	1%	2%	-3%	0%	-11%	5%	-2	1%	0%	-4%
- Cc1ccc(CSc2nnnn2C)cc1
→ 22%	-4%	?	18%	11%	33%	?	-1	19%	13%	0%
- Cc1cc(=O)n2c(n1)NC(Nc1cccc(C)c1C)=NC2c1ccc(F)cc1 (centres undefined)
→ 3%	-1%	3%	9%	-3%	-26%	-7%	1	0%	0%	-3%
- CN(C)c1ccc(N2CC(C)(C)C2=O)cc1
→ ?	?	4%	-19%	3%	87%	?	7	22%	12%	1%
- O=C(O)c1cc(-c2ccccc2)c(N2CCOCC2)s1
→ -8%	1%	-2%	0%	-1%	-29%	1%	0	-1%	0%	4%
- Cc1nn(CC(=O)NCCCN2C(C)CCCC2C)c(=O)c2cc3occc3n12 (centres undefined)
→ -3%	0%	6%	-23%	-2%	0%	11%	1	2%	-2%	5%
- Cc1ccc(NC(=S)N(CCN(C)C)C(C)c2ccco2)cc1Cl (centres undefined)
→ ?	4%	11%	13µM*	-6%	-29%	-1%	8	0%	?	4%
- CCCCc1ccc(NC(=O)C(=O)NCCN2CCN(Cc3ccc([N+](=O)[O-])cc3)CC2)cc1
→ -28%	5%	-2%	?	12%	0%	3.3µM*	0	-32%[inhibitor]	-32%[inhibitor]	-1%
- Cc1cc(C(=O)N2CCN(c3ncccc3C#N)CC2)no1
→ -9%	7%	1%	8%	4%	-6%	13%	5	0%	1%	0%
- CCn1c(=O)n(CCOC)c(=O)c2c3c(sc21)CCCC3
→ 10%	0%	16%	26%	0%	-10%	-21%	2	-4%	-2%	-2%
- Cc1ccc(-c2nn(CC(=O)Nc3ccc4c(c3)nc3n4CCOC3)c(=O)c3ccccc23)cc1
→ ?	-1%	-18%	18%	-1%	2%	7%	2	5%	-1%	-1%
- CC[C@]12c3[nH]c4cc(-c5ccco5)ccc4c3CCN1C(=O)[C@@H](CC(=O)NCCCOC)C[C@@H]2C(=O)N1CCN(C(=O)c2ccco2)CC1
→ ·	·	2%	·	2%	0%	-10%	·	·	·	-1%
- O=C(NCc1ccc2c(c1)OCO2)C1CC(c2ccc(Cl)cc2)=NO1 (centres undefined)
→ -6%	-6%	-13%	9%	-4%	-1%	6%	9	3%	2%	20%
- O=C(CSc1n[nH]c(-c2ccc(S(=O)(=O)NC3CCCCC3)cc2)n1)N1CCCC1
→ ?	3%	6%	?	-9%	-51%	0%	-1	-5%	1%	0%
- COc1ccc(CNC(=O)CSc2ncnc3nc[nH]c23)cc1
→ 3%	1%	2%	31%	2%	5%	-3%	1	6%	-2%	-2%
- CCOc1ccc2c(c1)nc(SCC(=O)c1ccc(Br)s1)n2C
→ ?	-10%	-1%	14µM*	-1%	-65%	6%	0	1%	1%	1%
- CCC(=O)N1CCc2cc(S(=O)(=O)N3CCN(c4ccccc4)CC3)ccc21
→ -7%	1%	-3%	12%	2%	-24%	0%	-2	-5%	-2%	3%
- O=C(NC(=S)N1CCN(c2ccc(C(F)(F)F)cc2[N+](=O)[O-])CC1)c1cccs1
→ ?	8%	4%	0.11µM*	-5%	-45%	-4%	4	0%	-5%	-13%
- Brc1ccccc1C1Nc2cccc3cccc(c23)N1
→ 2%	-1%	1%	-14%	-7%	-35%	9%	3	-3%	-5%	-3%
- CCS(=O)(=O)c1ccc(O)c(NC(=O)NC2CCCCC2)c1
→ 9%	-3%	7%	29%	4%	-6%	29%	1	-2%	-3%	-5%
- CCN(CC)P(=O)(Nc1ccccc1Br)c1ccc(N(C)C)cc1NC(=O)c1ccco1 (centres undefined)
→ -4%	6%	-2%	32%	-5%	0%	?	?	-8%	-7%	-5%
- Cn1cnnc1Sc1ccc(C(=O)NCCC(c2ccccc2)c2ccccc2)cc1[N+](=O)[O-]
→ -7%	-8%	-10%	?	-6%	-14%	?	0	-8%	-8%	3%
- CCC(C)NS(=O)(=O)c1ccc(NC(=O)C(Sc2ccccc2)c2ccccc2)cc1 (centres undefined)
→ -7%	4%	6%	122%	-11%	-86%	?	2	0%	-2%	-1%
- O=C(CSc1ccc2nnc(-c3ccccn3)n2n1)Nc1ccc2c(c1)OCO2
→ -2%	4%	-7%	2%	15%	-31%	1%	1	-3%	-3%	0%
- Cc1ccc(-n2nc3ccc(NC(=O)c4ccco4)cc3n2)cc1
→ -8%	9.5µM*	25%	8%	15µM*	?	?	0	?	19%	-14%
- Cc1ccc(SCCOCCN2CCOCC2)cc1
→ -14%	-1%	3%	2%	1%	-3%	27%	-3	9%	-2%	2%
- N#CCCN(C(=O)COC(=O)CCNS(=O)(=O)c1ccccc1)c1ccccc1
→ ·	·	5%	·	0%	10%	4%	-1	1%	-1%	-3%
- O=C(O)CSc1nc2ccc(Cl)cc2[nH]1
→ 0%	-16%	7%	4%	5%	18%	?	0	?	15%	2%
- O=C(NCC(=O)N(c1cccc(F)c1)C(C(=O)NCC1CCCO1)c1ccccc1)c1ccco1 (centres undefined)
→ 3%	0%	1%	6.3µM*	-2%	-6%	-24%	-1	-1%	4%	-4%
- O=C(NCC(O)c1ccc([N+](=O)[O-])cc1)C1=COCCO1 (centres undefined)
→ ·	·	2%	·	1%	2%	0%	·	·	·	1%
- Cc1nn(-c2ccccc2)nc1CNS(C)(=O)=O
→ -8%	6%	-1%	5%	-1%	31%	-2%	0	-4%	2%	-3%
- COc1ccc(NC(=O)CCCOc2ccc(Cl)c(C)c2)cc1S(=O)(=O)N1CCOCC1
→ ·	·	-15%	·	-10%	-89%[inhibitor]	?	·	·	·	0%
- COc1ccccc1NC(=O)CN1C(=O)COc2ccc(S(=O)(=O)N3CCC(C)CC3)cc21
→ -19%	-1%	?	4%	0%[9.26 µM]	-7%	12%	?	-2%	-2%	4%
- CN(C)/C=C/C(=O)c1ccc2noc(-c3ccccc3)c2c1
→ -4%	?	-1%	20%	-9%	-56%	23µM*	-3	-2%	12%	-1%
- Cc1cc(/C=C2\NC(=O)NC2=O)c(C)n1-c1cccnc1
→ 7%	15µM*	7%	6%	17%	17%	8%	-1	1%	22%	-5%
